# Screening data as filed in PubChem BioAssay.
# ZTA counter: ZTA (EBV) inhibition in EBNA-1 counter-screen. ZTA-DNA binding, fluorescence polarization. 0.15% of 320,000 active. inhibition, % at 11 µM. P03206; in the data active means inhibition above about 33%
# GLD-1 TGE inh: GLD-1-TGE RNA interaction inhibition (C. elegans) | Q17339 | purified GLD-1 + fluorescein TGE RNA, fluorescence polarization | inhibition, % at 5.96 µM | 0.44% of 320,000 active | AID 2280;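 active means percent inhibition above a per-plate cutoff, the plate mean of test compounds plus 3 SD, cut at about 30% in these data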;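 further: 0% = DMSO wells with GLD-1 and probe and 100% = wells lacking GLD-1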
# Fam108B inh: Fam108B inhibition, counter-screen for RBBP9 inhibitors; recombinant Fam108B, FP-Rh probe fluorescence polarization; inhibition, % at 9.51 µM; 0.33% of 300,000 active; AID 1947;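 active means inhibition above the screen mean inhibition plus 3 SD, computed separately per campaign, cut at about 18% in these data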;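 further: inhibitors lower polarization as less probe binds the enzyme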
# MEX-5 binding: C. elegans MEX-5 TCR-2 RNA binding activity. Q9XUB2. MEX-5/FITC-TCR2 RNA binding, fluorescence polarization; hits give low values. activity score (negative = inhibition of binding), % at 10 µM. 0.38% of 300,000 active;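 active means inhibition past about -25% in most replicates, and total fluorescence under double the plate's negative control median, limit read from the data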;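 further: 0% = DMSO and -100% = 5 µM competing unlabeled TCR2 RNA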
# Target sequence (Q9XUB2 whole entry, looked up): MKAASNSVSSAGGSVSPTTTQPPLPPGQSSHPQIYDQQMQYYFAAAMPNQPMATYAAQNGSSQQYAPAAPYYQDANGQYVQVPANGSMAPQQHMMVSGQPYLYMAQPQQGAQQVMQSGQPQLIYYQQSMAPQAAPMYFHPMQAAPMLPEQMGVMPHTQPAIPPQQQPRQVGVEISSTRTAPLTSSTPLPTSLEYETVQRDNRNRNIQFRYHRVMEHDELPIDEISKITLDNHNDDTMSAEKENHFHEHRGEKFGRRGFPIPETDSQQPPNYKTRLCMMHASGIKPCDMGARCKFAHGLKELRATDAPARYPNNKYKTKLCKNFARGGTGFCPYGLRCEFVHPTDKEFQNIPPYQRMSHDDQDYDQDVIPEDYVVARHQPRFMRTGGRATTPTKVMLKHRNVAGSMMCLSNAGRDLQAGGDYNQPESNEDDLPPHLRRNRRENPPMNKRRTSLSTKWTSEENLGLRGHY
# Efflux pump inh: antifungal efflux pump inhibition, Nile Red retention. S. cerevisiae Candida pump triplex. inhibition, % at 10 µM. 0.44% of 330,000 active. AID 485275;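 active means plate passing quality check with inhibition over a set limit, or well fluorescence over plate mean plus 4 SD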;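 further: Nile Red retained in pooled yeast measured as flow cytometry median fluorescence; 0% = buffer negative control and 100% = Enniatin B positive control; higher means more Nile Red kept so more efflux inhibition; some compounds called inactive have numbers as strong as hits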
# BCLXL inh: blocks human Bcl-xL binding to Bim BH3 peptide; GST-Bcl-xL / FITC-Bim BH3 peptide fluorescence polarization; 0.7% of 320,000 active; Q07817; inhibition, % at 10.9 µM;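 active means inhibition above the mean of all tested compounds plus 3 SD, cutoff set per campaign, cut at about 30% in these data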;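 further: 0% = DMSO wells and 100% = unlabeled Bim-BH3 peptide competitor; inhibitors lower millipolarization by displacing the labeled peptide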
# Target sequence (Q07817 whole entry, looked up): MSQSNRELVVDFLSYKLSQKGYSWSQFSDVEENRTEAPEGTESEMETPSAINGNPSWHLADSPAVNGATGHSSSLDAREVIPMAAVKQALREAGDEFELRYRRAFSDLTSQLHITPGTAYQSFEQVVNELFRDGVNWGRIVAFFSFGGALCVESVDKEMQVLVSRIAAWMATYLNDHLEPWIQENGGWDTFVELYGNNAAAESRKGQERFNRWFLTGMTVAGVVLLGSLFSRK
# CR mimetic SO: lowers age-related superoxide in aged yeast cells | S. cerevisiae aged cells, superoxide DHE fluorescence; hits give low values | superoxide response (% of plate mean), % at 10 µM | 0.18% of 330,000 active;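 active means superoxide response under a set limit, about three screen SD below normal, cut at about 65% in these data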;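 further: yeast aged for seven days with compound at 30 °C before DHE staining; 100% = average MFI of all compound-treated wells on the plate with controls excluded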
# MCL1-BIM inh: MCL1-BIM-BH3 interaction inhibition (human). 0.68% of 320,000 active. GST-MCL1 / FITC-Bim-BH3 fluorescence polarization. inhibition, % at 10.9 µM. Q07820;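 active means inhibition above the mean inhibition of all tested compounds plus 3 SD, set per campaign, cut at about 40% in these data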;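 further: 0% = DMSO wells and 100% = unlabeled Bim-BH3 peptide control; higher means more loss of mP so more displacement of Bim peptide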
# Target sequence (Q07820 whole entry, looked up): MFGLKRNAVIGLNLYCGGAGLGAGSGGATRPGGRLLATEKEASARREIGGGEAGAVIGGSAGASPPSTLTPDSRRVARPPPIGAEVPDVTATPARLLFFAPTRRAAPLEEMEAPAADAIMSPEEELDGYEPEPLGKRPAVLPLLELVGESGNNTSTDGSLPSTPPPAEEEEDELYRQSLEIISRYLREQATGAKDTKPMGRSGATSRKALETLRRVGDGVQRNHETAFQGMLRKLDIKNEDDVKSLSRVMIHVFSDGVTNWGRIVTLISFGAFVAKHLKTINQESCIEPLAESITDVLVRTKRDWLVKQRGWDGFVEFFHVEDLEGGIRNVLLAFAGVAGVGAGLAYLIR
# EBNA-1 inhibitor: blocks EBNA-1 binding to DNA. 0.34% of 300,000 active. AID 1950. EBNA-1 DNA binding, fluorescence polarization. inhibition, % at 14.8 µM; in the data active means inhibition above about 28%
# * = called active by the depositor; nt = not tested or not shown.
1	COC(=O)CSc1nnc(-c2ccco2)n1-c1ccc(C)cc1
2	COC(=O)c1ccccc1C(=O)N(c1ccccc1)c1ccccc1
3	Cc1cc(C)n2c3c(c(C#N)c2n1)CC(C)(C)OC3
4	O=C(CN1CCN(c2ccccc2)CC1)Nc1nccs1
5	O=C(NCc1ccc(Cl)cc1)c1cc2c(nc3sccn32)s1
6	COc1cccc(-c2nnc(NC(=O)C3CCCCC3)o2)c1
7	COCCNC(=O)CSc1nnc(-c2ccccc2F)n1Cc1ccccc1
8	Nc1ncnc2c1ncn2C1CCC(CO)C(O)C1 (centres undefined)
9	O=c1oc2ccccc2c(O)c1Sc1ccc(Cl)cc1
10	COc1cccc(C2C(C(=O)/C=C/c3ccco3)=C(O)C(=O)N2CCN2CCOCC2)c1 (centres undefined)
assay / compound	1	2	3	4	5	6	7	8	9	10
EBNA-1 inhibitor	-3	-5	0	5	13	7	0	-1	18	5
Efflux pump inh	0.0	0.1	0.0	-0.2	0.0	0.1	0.0	0.0	-0.2	-0.1
MCL1-BIM inh	-3	6	2	10	15	5	-18	2	3	28
GLD-1 TGE inh	10	3	1	0	2	0	-2	1	-4	15
BCLXL inh	-3	2	3	5	8	2	3	4	4	29
CR mimetic SO	131	99	105	72	116	98	95	80	91	104
MEX-5 binding	-2.4	2.3	-0.6	1.4	-1.3	-1.0	2.6	2.6	2.6	-1.9
Fam108B inh	3	0	-2	-3	1	2	2	2	2	-5
ZTA counter	6	-10	-1	-8	18	11	14	-20	2	-5

11	Cc1ccc(OCc2nnc(SCC(=O)N3c4ccccc4Sc4ccc(Cl)cc43)o2)cc1
12	COc1ccc(NS(=O)(=O)c2ccc(OC)c(OC)c2)cc1OC
13	Cc1sc2nc3c(SC(C)C(=O)O)cc(C(=O)c4ccccc4O)cn3c(=O)c2c1C (centres undefined)
14	O=C(CSc1nc(-c2ccco2)cc(C(F)(F)F)n1)Nc1ccc2c(c1)OCO2
15	Cc1ccc(/C=C/C(=O)OCC(=O)Nc2cccnc2Cl)cc1
16	COc1ccc(Cl)cc1NC(=O)C1CC(=O)N(c2ccc(F)cc2)C1 (centres undefined)
17	O=C1CN(S(=O)(=O)c2ccc([N+](=O)[O-])cc2)CC(=O)N1
18	Cc1ccc(SCC(=O)NNC(=O)c2ccc(S(C)(=O)=O)cc2)cc1
19	Clc1ccc(-c2nc3ncccn3c2Nc2ccc3c(c2)OCO3)cc1
20	Oc1ccc(CNc2ccc(F)cc2)c2cccnc12
assay / compound	11	12	13	14	15	16	17	18	19	20
EBNA-1 inhibitor	0	3	15	-10	nt	3	13	-4	-11	-9
Efflux pump inh	-0.2	0.1	0.1	0.0	0.0	-0.2	0.0	0.0	-0.1	-0.1
MCL1-BIM inh	4	1	4	5	4	3	3	1	-3	15
GLD-1 TGE inh	8	1	-5	2	10	2	10	-4	6	0
BCLXL inh	0	2	7	6	5	5	6	1	6	13
CR mimetic SO	92	96	105	78	96	106	135	92	100	101
MEX-5 binding	0.2	-3.8	-13	-0.5	nt	-0.3	-4.1	-3.4	0.1	-0.2
Fam108B inh	-6	1	-3	0	nt	-1	6	5	-2	8
ZTA counter	-1	3	22	2	-3	4	24	-1	-1	-23

21	C=CCc1ccccc1OCC(O)CN1C(=O)c2ccccc2C1=O (centres undefined)
22	Clc1ccccc1Nc1ncnc2c1nnn2Cc1ccccc1
23	CCOc1ccc(C(C)=O)cc1CSc1nnc(N)s1
24	CC(CN1CCC(n2nccc2NC(=O)C2CCCC2)CC1)c1ccccc1 (centres undefined)
25	COc1ccc(NS(=O)(=O)c2ccc(-c3ccccn3)s2)cc1
26	CCCN1CCC(=O)N(CCSc2ccc(OC)cc2)CC1
27	c1ccc(CSc2nnc(-c3ccco3)c(-c3ccco3)n2)cc1
28	COc1cc(/C=N/NC(=O)c2ccncc2)ccc1OC(=O)c1ccc([N+](=O)[O-])cc1
29	Cc1cc(C)cc(NC(=O)Cn2c(=O)oc3cc(S(=O)(=O)N4CCC(C)CC4)ccc32)c1
30	COc1cccc(CC(NC(C)=O)C(=O)NC2CCN(c3c(Cc4ccccc4)c(C)nc4ncnn34)CC2)c1OC (centres undefined)
assay / compound	21	22	23	24	25	26	27	28	29	30
EBNA-1 inhibitor	-1	-8	1	7	-10	-7	2	9	13	-19
Efflux pump inh	0.2	0.1	0.0	0.1	0.1	nt	0.0	-0.1	0.2	-0.1
MCL1-BIM inh	1	5	-8	11	6	-4	82*	8	-7	8
GLD-1 TGE inh	10	10	2	-2	5	-2	10	6	7	2
BCLXL inh	2	0	-3	12	1	-5	33*	0	1	5
CR mimetic SO	98	109	107	96	100	nt	126	109	107	111
MEX-5 binding	1.6	-1.2	3.4	-3.1	-0.7	2.1	-1.5	0.1	2.7	-0.5
Fam108B inh	-1	3	1	1	0	2	20*	0	-13	-1
ZTA counter	-4	-8	9	3	-3	8	-4	-8	14	-6

31	O=C(CCN1C(=O)/C(=C/c2cccc(Br)c2)SC1=S)Nc1cccnc1
32	CC(OC(=O)CNC(=O)c1sc2ccccc2c1Cl)C(=O)NC1(C#N)CCCCC1 (centres undefined)
33	CCOC(=O)c1ccc(NC(=S)NNC(=O)COC)cc1
34	CN(C)/C=C1\NC(=S)N(c2ccccc2)C1=O
35	COc1cc([N+](=O)[O-])ccc1NC(=O)c1cccc(NC(=O)C(C)C)c1
36	CCCCOc1ccc(S(=O)(=O)N2CCCCC2)cc1
37	COc1ccc(CN2CCCCCC2)c(C)c1C
38	CSc1ccccc1NC(=O)CN(C)CC(=O)NCC(=O)Nc1ccc(F)cc1
39	O=C(Cc1ccc(F)cc1)Nc1ccccc1N1CCCC1
40	COc1ccc(S(=O)(=O)C(C#N)c2nc3ccccc3nc2N2CCC(C)CC2)cc1 (centres undefined)
assay / compound	31	32	33	34	35	36	37	38	39	40
EBNA-1 inhibitor	4	nt	4	3	-14	-6	6	-9	-3	-10
Efflux pump inh	0.1	0.1	0.6	-0.1	0.3	0.1	0.1	-0.2	-0.2	0.2
MCL1-BIM inh	8	5	9	-3	0	5	3	-13	1	47*
GLD-1 TGE inh	-3	9	-2	0	-8	4	2	0	10	42*
BCLXL inh	3	3	3	-6	5	0	3	-9	5	49*
CR mimetic SO	79	107	119	106	107	98	87	125	107	98
MEX-5 binding	-0.4	nt	nt	1.1	0.4	-2.5	-2.1	1.3	-0.8	-47*
Fam108B inh	-4	nt	1	-2	-2	-2	2	-1	0	1
ZTA counter	1	3	4	-6	3	-6	7	3	-7	-3

# Ordered by value in BCLXL inh (falling): three from the list above.
cpd | Structure | BCLXL inh
13 | Cc1sc2nc3c(SC(C)C(=O)O)cc(C(=O)c4ccccc4O)cn3c(=O)c2c1C (centres undefined) | 7
9 | O=c1oc2ccccc2c(O)c1Sc1ccc(Cl)cc1 | 4
32 | CC(OC(=O)CNC(=O)c1sc2ccccc2c1Cl)C(=O)NC1(C#N)CCCCC1 (centres undefined) | 3

# Continuation:
41	Cc1cc(/C=N/NC(=O)c2cccc([N+](=O)[O-])c2)c(C)n1-c1ccccc1
42	O=C(COc1ccc(S(=O)(=O)N2CCOCC2)cc1Cl)NCc1ccco1
43	O=C(CCc1ccccc1)NCCSc1ccccc1
44	CN1CCN(c2nc(-c3ccccc3)nc(-c3ccccc3)c2C#N)CC1
45	COC(=O)CSc1nnc(-c2cccnc2)o1
46	CCC1(c2ccccc2)ON(c2c(Br)cccc2Br)C1=O (centres undefined)
47	FC(F)(F)c1nc(-c2ccncc2)ncc1-c1nnnn1-c1ccccc1
48	CCc1cc(=O)oc2cc(C)cc(OC(C)C(=O)NC3CC(C)(C)NC(C)(C)C3)c12 (centres undefined)
49	O=C(CSc1nnc(-c2cc3ccccc3cc2O)n1Cc1ccco1)N1CCc2ccccc2C1
50	Cc1ccc(NC(=O)c2ccccc2OCC(=O)c2ccccc2)cc1
assay / compound	41	42	43	44	45	46	47	48	49	50
EBNA-1 inhibitor	-5	-11	-16	-2	-9	nt	-1	-1	-8	-2
Efflux pump inh	0.7	0.3	0.4	-0.1	-0.2	-0.1	-0.2	-0.2	-0.1	-0.2
MCL1-BIM inh	8	-1	-10	0	2	-6	8	-6	5	8
GLD-1 TGE inh	-3	0	-5	8	3	2	-6	-6	9	-3
BCLXL inh	0	4	0	2	1	-4	7	-1	-2	6
CR mimetic SO	99	105	104	103	100	122	95	134	132	88
MEX-5 binding	-1.7	1.0	-0.8	-26*	0.6	nt	-2.8	2.9	-4.1	-0.5
Fam108B inh	0	0	2	2	-5	nt	3	3	3	-2
ZTA counter	-2	-10	-8	-24	1	-26	-9	-4	-17	7

51	CCC(=O)N1CCN(c2c(Cl)cccc2[N+](=O)[O-])CC1
52	COc1ccc(C(=O)NCc2ccc(N3CCN(C)CC3)cc2)cc1
53	COc1ccc(C2=NOC(C(=O)NCCCn3ccnc3)C2)cc1 (centres undefined)
54	COc1cc(CNc2ccc(C(=O)O)cc2)cc(Br)c1OCC(=O)NC(C)(C)C
55	CCOC(=O)C1(CC2CCCCO2)CCN(Cc2nc3ccccc3[nH]2)CC1 (centres undefined)
56	O=C(O)CCN1c2cccc3cccc(c23)S1(=O)=O
57	CCS(=O)(=O)NCC(c1cccnc1)N1CCN(c2ccccc2OC)CC1 (centres undefined)
58	Cc1c(C(=O)NCc2cccnc2)oc2ccc(S(=O)(=O)N3CCCC(C)C3)cc12 (centres undefined)
59	CC(C)CC(NC(=O)C1CCC(C)CC1)C(=O)Nc1ccccc1F (centres undefined)
60	CCCC(c1nnnn1CS(=O)(=O)c1ccc(C)cc1)N1CCN(c2ccccc2)CC1 (centres undefined)
assay / compound	51	52	53	54	55	56	57	58	59	60
EBNA-1 inhibitor	9	-1	-15	-13	-5	1	5	1	-1	4
Efflux pump inh	0.0	0.1	0.0	21*	0.0	0.1	0.0	0.1	0.1	0.0
MCL1-BIM inh	2	1	8	0	-2	0	7	8	1	12
GLD-1 TGE inh	5	3	3	10	-2	-4	4	-2	2	-1
BCLXL inh	3	5	2	-3	-2	1	1	10	-1	5
CR mimetic SO	101	87	97	95	88	119	90	98	94	103
MEX-5 binding	1.1	1.2	1.9	-1.9	1.5	1.2	-2.1	-2.1	0.7	0.7
Fam108B inh	-5	6	0	1	1	2	-5	2	1	3
ZTA counter	4	-9	-15	-12	-8	1	2	-9	9	2

61	CC(NC(=O)Cn1cnc2c1c(=O)n(C)c(=O)n2C)c1ccccc1 (centres undefined)
62	CCN1CCN(C(=O)CCn2c(=O)c3cccn3c3cccnc32)CC1
63	CCc1ccc(NC(=O)Nc2ccsc2C(=O)OC)cc1
64	O=C1Nc2ccc(Br)cc2/C1=C/C(=O)c1ccc2c(c1)OCO2
assay / compound	61	62	63	64
EBNA-1 inhibitor	-8	10	15	-1
Efflux pump inh	-0.1	0.1	-0.2	0.0
MCL1-BIM inh	3	-3	4	-8
GLD-1 TGE inh	-3	0	9	0
BCLXL inh	3	0	-1	-1
CR mimetic SO	104	116	103	88
MEX-5 binding	-1.8	-2.9	-0.8	-2.4
Fam108B inh	-5	2	-2	-6
ZTA counter	10	8	10	-15

# Quoted at random: 3 records from the list
64	O=C1Nc2ccc(Br)cc2/C1=C/C(=O)c1ccc2c(c1)OCO2
62	CCN1CCN(C(=O)CCn2c(=O)c3cccn3c3cccnc32)CC1
61	CC(NC(=O)Cn1cnc2c1c(=O)n(C)c(=O)n2C)c1ccccc1 (centres undefined)
assay / compound	64	62	61
EBNA-1 inhibitor	-1	10	-8
Efflux pump inh	0.0	0.1	-0.1
MCL1-BIM inh	-8	-3	3
GLD-1 TGE inh	0	0	-3
BCLXL inh	-1	0	3
CR mimetic SO	88	116	104
MEX-5 binding	-2.4	-2.9	-1.8
Fam108B inh	-6	2	-5
ZTA counter	-15	8	10
